PPC-1+TRAIL kill: kills PPC-1 cancer cells in the presence of TRAIL; PPC-1 cells + TRAIL, ATPLite viability luminescence; cell killing (% activity), % at 4 µM; 0.41% of 220,000 active;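 active = cell killing above 50% in the first pass at 4 µM, then a duplicate retest at 5 µM averaging 50% or more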;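 note: plate controls were cells with TRAIL plus DMSO for no effect and medium-only wells lacking cells for full effect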
Calpain2 inh: blocks pig calpain II enzyme activity; inhibition, % at 16 µM; purified calpain II, fluorogenic peptide substrate, 30 min; 0.37% of 220,000 active;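 active = inhibition above about 50%, limit read from the data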
Cl transport mod: KCC2 (human) Cl- transport modulation; B-score of Tl+ flux slope (higher = more flux/activation; lower = inhibition) at 10 µM; AID 1456; KCC2 cells, thallium flux FluoZin-2 fluorescence; Q9H2X9; 2.2% of 190,000 active;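 active = thallium flux slope and its plate-corrected score both differing from the plate sample mean at a set confidence after two filtering rounds, in either direction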;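 note: slope of fluorescence scaled to starting intensity during 10 to 20 s after thallium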
Tb hexokinase: T. brucei hexokinase 1 inhibition; recombinant TbHK1, G6PDH-coupled NADH A340; inhibition, % at 10 µM; 0.11% of 220,000 active;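 active = inhibition of 50% or more in the single-dose primary screen; inactive = inhibition below 50%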
zfTRPN1 agonist: agonists of zebrafish TRPN1 channel; HEK293 zebrafish TRPN1-YFP, Fluo-8 calcium fluorescence; 100% = response to 87 µM carbachol; 0.18% of 220,000 active; activation, % at 3 µM;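 active = activation above its plate's cutoff, the mean activation of test wells on that plate plus 3 SD, cut at about 19% in these data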;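 note: 0% = DMSO alone and 100% = 87 µM carbachol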
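Material – zebrafish TRPN1-YFP in HEK293 cells · Doses – 3 µM single point · Schedule – dye 1 h 37 °C plus 30 min RT · Signal – Fluo-8 calcium fluorescence, excitation 470-495 nm, emission 515-575 nm · Read-out – % activation versus carbachol response · Control set – carbachol high, DMSO low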
thrombin 1536: blocks human thrombin protease activity; inhibition, % at 5 µM; 0.26% of 220,000 active; alpha-thrombin, Boc-VPR-AMC fluorogenic substrate cleavage;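 active = inhibition at or above 40%; inactive = inhibition below 40%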;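 note: 0% = enzyme with no compound and 100% = wells without enzyme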
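System – human alpha-thrombin · Medium – pH 7.5 Tris (50 mM) with NaCl 150 mM, Tween 20 0.05% · Compound – single-point dosing at 5 µM, 0.2% DMSO · Incubation – enzyme reaction carried out at room temperature · Technique – fluorescence of released AMC, ex 355 nm, em 460 nm · Read-out basis – % inhibition of thrombin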
TRPML3 agonist: human mucolipin-3 channel agonism. Q8TDD5. HEK293 TRPML3-YFP, Fluo-8 calcium fluorescence; 100% = the carbachol control signal. activation, % at 3 µM. 0.29% of 220,000 active. AID 1448;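 active = activation above its plate's cutoff, the mean activation of the plate's test wells plus 3 SD, cut at about 12% in these data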;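 note: 0% = DMSO only wells and 100% = carbachol wells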
Target sequence (Q8TDD5 whole entry, looked up): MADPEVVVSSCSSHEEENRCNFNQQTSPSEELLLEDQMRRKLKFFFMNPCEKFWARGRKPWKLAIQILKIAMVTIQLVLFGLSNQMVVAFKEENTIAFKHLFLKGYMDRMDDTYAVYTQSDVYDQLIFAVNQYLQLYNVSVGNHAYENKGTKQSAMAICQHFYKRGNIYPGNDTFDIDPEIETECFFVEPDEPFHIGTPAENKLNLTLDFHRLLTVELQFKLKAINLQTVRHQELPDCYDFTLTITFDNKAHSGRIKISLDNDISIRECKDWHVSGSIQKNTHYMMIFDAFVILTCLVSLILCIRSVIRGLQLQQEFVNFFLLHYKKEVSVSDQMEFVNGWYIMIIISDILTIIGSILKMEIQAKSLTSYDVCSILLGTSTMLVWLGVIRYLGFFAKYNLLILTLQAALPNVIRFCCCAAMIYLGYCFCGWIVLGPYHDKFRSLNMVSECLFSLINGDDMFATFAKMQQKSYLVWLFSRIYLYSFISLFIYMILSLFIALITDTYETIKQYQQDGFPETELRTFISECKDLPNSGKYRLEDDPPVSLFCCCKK
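Test system: TRPML3-YFP stable HEK293 cells. Doses: single point at 3 µM. Incubation: dye loading 1 h 37 °C then 30 min ambient, 125 s read. Signal: Fluo-8 calcium dye fluorescence, ex 470-495, em 515-575 nm. Measure: percent activation from peak-to-basal fluorescence ratio, scaled between DMSO and carbachol.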
Furin inhibitor: human furin inhibition | purified furin, fluorogenic substrate cleavage | 0.061% of 220,000 active | P09958 | inhibition, % at 30 µM; in the data active = inhibition above about 25%; note: inactives centre near -15
EBV gp42 block: blocks Epstein-Barr virus glycoprotein 42 binding; inhibition, % (tested at 21.74 µM); Fluorescence polarization binding assay, mP read-out; 0.42% of 220,000 active; Q1HVG2; AID 1085; in the data active = inhibition above about 50%
Target sequence (Q1HVG2 whole entry, looked up): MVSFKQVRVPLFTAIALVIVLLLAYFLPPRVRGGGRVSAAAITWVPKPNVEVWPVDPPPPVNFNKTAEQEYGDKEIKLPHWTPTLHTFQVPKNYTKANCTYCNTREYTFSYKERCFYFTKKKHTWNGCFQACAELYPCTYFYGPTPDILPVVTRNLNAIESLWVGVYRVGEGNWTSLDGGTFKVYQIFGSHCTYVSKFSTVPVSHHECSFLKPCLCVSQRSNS
The depositor's hits bear a star; i = inactive; / = no result given; [ ] = dose if it differs, or a comment. Rows are unselected (roughly 3.6% active in at least one column).

cpd	SMILES	EBV gp42 block	PPC-1+TRAIL kill	TRPML3 agonist	Cl transport mod	zfTRPN1 agonist	Calpain2 inh	thrombin 1536	Furin inhibitor	Tb hexokinase
1	CCCSc1nnc(Cn2c(=O)sc3ccccc32)n1C	-24	-10	-0.6	-0.24	0.9	-11	2	-32	-2
2	Cc1ccc(-c2nc(N)sc2CC(=O)OCC(=O)NCC2CCCO2)cc1 (centres undefined)	-11	37	0.4	1.5	0.7	-31	-6	-11	24
3	Oc1oc(-c2ccccc2)nc1C=Nc1ccccc1	-9	6	-0.3	-0.57	-1.3	19	2	-15[20 µM]	-9
4	COc1ccc(-n2c(C)nc(N)c2C(=O)c2ccccc2)cc1	-7	-15	0.9	-0.17	0.4	-6	-7	-9	-31
5	Cc1[nH][nH]c(=O)c1N=Nc1ccccc1C#N	-17	23	0.6	0.37	-1.6	-21	-14	-25	-10
6	Cc1ccc(CN2CCN(C3CCCC3)C(CCO)C2)s1 (centres undefined)	6	4	0.7	-0.26	-0.3	14	-7	-19	7
7	Cc1ccc2[nH]c(=O)c(C3C(C#N)=C(N)Oc4c3ccc3cccnc43)cc2c1 (centres undefined)	-2	20	0.1	/	-0.5	-36	2	-25[20 µM]	-26
8	O=c1[nH]cnc2c1sc(=S)n2-c1ccccc1	-23	14	0.2	-0.7	0.8	-4	0	-4[20 µM]	-36
9	CC(=O)c1cccc(NS(=O)(=O)c2cc(OCC(N)=O)c(C)cc2Cl)c1	-23	-9	1.1	0.0085	0.6	-1	-6	-23[20 µM]	-8
10	COc1ccc(S(=O)(=O)Nc2cccc(C)n2)c2ccccc12	0	0	0.8	0.15	1.2	23	-3	-21[20 µM]	-4
11	COc1ccc(Nc2nc(C(=O)N(CCO)Cc3ccccc3)cs2)cc1	-5	5	1.2	-0.21	3.4	-1	-8	-11	-6
12	CCCn1c(N)[n+](CC(=O)c2ccco2)c2ccccc21	-2	16	0.1	0.73	-1.1	-6	-4	-13[20 µM]	-2
13	O=C(Nc1cccc(C(F)(F)F)c1)C(SCCO)c1ccccc1 (centres undefined)	-15	15	1.0	-0.77	2.2	4	-3	-25	2
14	COc1cccc(-c2nnn(CC(=O)Nc3ccc(C)cc3C)n2)c1OC	-5	4	1.0	-0.016	0.6	-38	0	-28	-1
15	CCOC(=O)C1CCN(C(=S)Nc2cc(OC)c(OC)cc2C(=O)OC)CC1	-7	30	0.7	-0.086	0.4	2	1	-15[20 µM]	-11
16	COC(=O)c1c(-c2ccccc2)csc1NC1=NS(=O)(=O)c2ccccc21	-26	40	0.2	0.12	-0.1	-169	-11	-20	-5
17	COc1ccc([C@@H]2C(C#N)=C(N)S[C@@H](c3ccccc3)[C@@H]2[N+](=O)[O-])cc1	2	1	-0.9	-0.047	0.3	10	1	-20	1
18	COc1ccc(C(O)P(=O)(OC2CCCCC2)c2ccc(N(C)C)cc2)cc1OC (centres undefined)	-13	-2	0.1	0.72	0.6	-5	1	-7	7
19	CC(C(=O)Nc1ncc2c(n1)CC(C)(C)CC2=O)N1C(=O)c2ccccc2C1=O (centres undefined)	-13	-23	0.1	/	1.6	25	9	-16	-7
20	CC1CN(c2nc3c(c(=O)n(C)c(=O)n3C)n2Cc2c(F)cccc2Cl)CC(C)O1 (centres undefined)	-7	9	-0.8	-0.17	-1.0	-5	-6	-24	-2
21	Cc1ccc2cc(C)c3nnc(SCC(=O)NCc4ccco4)n3c2c1	3	4	0.1	-0.31	-0.7	-25	-2	-26	0
22	CCOc1ccc(NC(=O)CCC(=O)NNC(=O)Nc2ccc(Cl)cc2)cc1	1	4	0.3	0.97	1.1	-5	-4	-10	-4
23	COc1cccc2c(=O)cc(C)n(CC(=O)Nc3ccccc3C)c12	-18	-15	1.6	/	3.7	-189	1	-5[20 µM]	-8
24	CN(C)c1nnnn1-c1ccc(OC(F)(F)F)cc1	-20	5	-0.8	0.14	-0.5	13	-11	-23	-12
25	Cc1cc(C(=O)NCC(C)C)c2ccccc2n1	-7	43	-0.1	0.82	-0.6	-14	-1	-5[20 µM]	-6
26	CCOC(=O)c1ccccc1NC(=O)CN(c1ccccc1OC)S(C)(=O)=O	-14	-5	0.4	-0.2	-0.9	7	-3	-14	-3
27	COc1ccccc1CNC(=O)c1cc2sccc2n1C	-4	5	-0.6	-1.2	-2.2	5	-4	3	1
28	O=C(NC1CCCCC1)C(c1cc2c(cc1[N+](=O)[O-])OCO2)N1CCCCC1 (centres undefined)	2	15	-0.5	-0.57	0.0	-13	1	-16	-5
29	Cc1ccc(C(=O)OCC(=O)c2c(N)n(C)c(=O)n(C)c2=O)cc1S(=O)(=O)N1CCCCC1	8	15	1.0	0.0039	1.4	5	-8	4	19
30	CCOc1ccc(-c2cc(C(=O)NCCCN3CCN(CC)CC3)c3ccccc3n2)cc1	-8	31	1.1	-0.26	1.6	i	1	-16	-28

Structures listed so far containing a cyano group, in the order listed:
cpd	SMILES	EBV gp42 block	PPC-1+TRAIL kill	TRPML3 agonist	Cl transport mod	zfTRPN1 agonist	Calpain2 inh	thrombin 1536	Furin inhibitor	Tb hexokinase
5	Cc1[nH][nH]c(=O)c1N=Nc1ccccc1C#N	-17	23	0.6	0.37	-1.6	-21	-14	-25	-10
7	Cc1ccc2[nH]c(=O)c(C3C(C#N)=C(N)Oc4c3ccc3cccnc43)cc2c1 (centres undefined)	-2	20	0.1	/	-0.5	-36	2	-25[20 µM]	-26
17	COc1ccc([C@@H]2C(C#N)=C(N)S[C@@H](c3ccccc3)[C@@H]2[N+](=O)[O-])cc1	2	1	-0.9	-0.047	0.3	10	1	-20	1

Part of the list above, as labelled records:
24: CN(C)c1nnnn1-c1ccc(OC(F)(F)F)cc1
  EBV gp42 block: -20 | PPC-1+TRAIL kill: 5 | TRPML3 agonist: -0.8 | Cl transport mod: 0.14 | zfTRPN1 agonist: -0.5 | Calpain2 inh: 13 | thrombin 1536: -11 | Furin inhibitor: -23 | Tb hexokinase: -12
25: Cc1cc(C(=O)NCC(C)C)c2ccccc2n1
  EBV gp42 block: -7 | PPC-1+TRAIL kill: 43 | TRPML3 agonist: -0.1 | Cl transport mod: 0.82 | zfTRPN1 agonist: -0.6 | Calpain2 inh: -14 | thrombin 1536: -1 | Furin inhibitor: -5[20 µM] | Tb hexokinase: -6

Going on with the list:
cpd	SMILES	EBV gp42 block	PPC-1+TRAIL kill	TRPML3 agonist	Cl transport mod	zfTRPN1 agonist	Calpain2 inh	thrombin 1536	Furin inhibitor	Tb hexokinase
31	C=CCOc1ccc2oc(=O)cc(C)c2c1	3	31	-0.1	-3	-0.5	-81	-6	-34	-17
32	CS(=O)(=O)c1ccc(S(=O)CC(=O)Oc2ccc(Cl)cc2)c([N+](=O)[O-])c1 (centres undefined)	-4	-4	0.3	-2.2	-0.8	-30	-7	-23	-11
33	CCOC(=O)c1cccc(NC(=O)CSc2nnc(C3CCCCC3)n2C)c1	-4	8	-1.4	-1.1	-1.8	3	-6	-14[20 µM]	3
34	O=C(C1CCCN(Cc2nc(-c3ccc(Cl)cc3)no2)C1)N1CCOCC1 (centres undefined)	-15	15	4.1	0.35	8.9	-1	-3	-30	-2
35	COc1ccc(-c2nn3c(-c4ccccn4)nnc3s2)cc1OC	-21	30	-0.2	-1.2	1.1	-27	-1	14	-10
36	COc1ccc(CCNC(=O)CSc2cn(Cc3cccc(C)c3)c3ccccc23)cc1OC	12	-5	0.3	-1.7	-1.9	16	-2	-3	2
37	Cn1c(=O)c2c(=O)cc(N)[nH]c2n(C)c1=O	18	8	0.5	0.025	-0.3	12	-1	-13	5
38	CN(Cc1ccccc1)C(=O)c1nc2ccccn2c1CNCCn1cccn1	1	14	0.4	0.41	0.2	6	-3	-16	-4
39	COC(=O)c1c(C)c2c(C)cc3ccccn3c-2c1C(=O)OC	8	13	1.7	0.3	0.6	-15	3	-5[20 µM]	-46
40	CNC(=O)c1ccc(OC2CSC2)cc1	-9	14	0.8	-2.3	0.9	-21	-7	-8[20 µM]	-10
41	O=C(COC(=O)c1ccccc1NC(=O)c1ccco1)NCC1CCCCC1	-30	-22	0.2	-1.2	-0.3	7	1	-10[20 µM]	-11
42	Cc1ccccc1-n1c(N)cc(=O)[nH]c1=S	0	2	0.0	0.27	1.1	-1	-5	-17[20 µM]	-3
43	O=C(c1ccc(NC2=NC3CS(=O)(=O)CC3S2)cc1)N1CCc2ccccc2C1 (centres undefined)	-3	4	0.2	-1.5	1.1	-34	-5	-6	8
44	CCOC(=O)CSc1nn(C)c(=S)s1	-2	9	-0.3	0.6	0.0	-21	0	-18	-6
45	Oc1ccc(CCc2n[nH]c(=S)n2-c2ccc(F)cc2)cc1	-20	15	1.1	/	3.1	5	-9	-2	-1
46	CN1C=CC=C/C1=C1/N=C(c2ccccc2)OC1=O	0	17	1.6	0.38	0.2	16	-3	-21	-15
47	CCCc1nn(C)c(C(=O)Nc2ccc(CC)cc2)c1Cl	-24	-5	0.8	-1.2	0.1	-5	-1	-13	0
48	O=C(N/N=C\c1ccc2c(c1)OCO2)c1ccc(Cn2cc(Br)c([N+](=O)[O-])n2)o1	-4	16	-0.4	0.0037	-0.1	-36	-9	-29	-12
49	Cc1cccn2c(=O)c(C=O)c(N3CCCCC3)nc12	5	-1	0.4	-1.3	0.4	20	-8	-1	-13
50	CCOC(=O)c1oc2ccc(/C=N/O)c(Cl)c2c1C	-12	30	0.3	-0.66	-0.4	-20	-15	-25	-5
51	c1ccc(OCCOCCN2CCN(C(c3ccccc3)c3ccccc3)CC2)cc1	-7	10	0.6	-0.35	0.1	2	-1	-17	5
52	CC(=O)C1=C(C)NC(SCC(=O)c2ccc(Cl)cc2)=C(C#N)C1c1ccco1 (centres undefined)	-18	-1	1.0	/	0.8	-11	-5	-7	-2
53	c1ccc(N2CCN(c3nc(-c4cccs4)nc4ccccc34)CC2)cc1	-21	18	1.0	0.76	0.1	-65	0	-2	-14
54	CC(=O)C1=C(O)C(=O)N(Cc2cccnc2)C1c1ccccc1 (centres undefined)	-18	8	0.5	1.3	0.7	-7	0	-29[20 µM]	-27
55	O=C(NCCSc1c[nH]c2ccccc12)c1ccco1	-1	14	-1.0	-1	-1.3	8	0	-16	-4
56	COc1ccc(C(=S)N2CCCCC2)cc1Br	-85	2	1.0	0.33	-1.5	6	-2	-27	-4
57	COc1ccccc1CNC(=O)c1oc2ccc(S(=O)(=O)N3CCCC3)cc2c1C	-17	29	0.1	-0.51	-1.2	-28	-1	-13	2
58	CCOc1cc(C)c(C(C)C)cc1S(=O)(=O)NCc1ccccn1	-21	22	0.4	-0.041	0.9	8	3	-26[20 µM]	-4
59	CC(C)CC1(C)NC(=O)N(CC(=O)Nc2cccc(S(=O)(=O)N(C)c3ccccc3)c2)C1=O (centres undefined)	-1	6	0.3	0.021	-0.4	3	3	-18	-1

Some of these compounds in order of the Furin inhibitor value, largest number first:
no.	canonical_smiles	Furin inhibitor
45	Oc1ccc(CCc2n[nH]c(=S)n2-c2ccc(F)cc2)cc1	-2
52	CC(=O)C1=C(C)NC(SCC(=O)c2ccc(Cl)cc2)=C(C#N)C1c1ccco1 (centres undefined)	-7
38	CN(Cc1ccccc1)C(=O)c1nc2ccccn2c1CNCCn1cccn1	-16

Screening results: PubChem BioAssay, several laboratories
